Source: PubChem
CFTR F508del cor: correctors of CFTR F508del function in bronchial epithelial cells. 0.36% of 350,000 active. activity (quench increase), % at 7.58 µM. CFBE cells, YFP halide quenching; stimulated with forskolin plus potentiator P3; % fluorescence drop versus neutral controls. AID 720511;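 active = mean added fluorescence quench of at least 8% versus neutral control, with both replicates also reaching 8%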;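 also: cells transiently co-express mutant CFTR-F508del with the halide-sensitive YFP; corrector assay measuring rescue of mutant channel to the surface after 24 h compound exposure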
Statin myotox sup: protects C2C12 myotubes from simvastatin toxicity; AID 602340; ATP luminescence, 48 h; scaled: DMSO 0, geranylgeraniol control 100; 0.78% of 330,000 active; rescue of ATP level, % at 7.49 µM;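 active = mean ATP rescue above about 67%, or every replicate alone reaching that limit, limit read from the data, passing the limit was not always enough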;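 also: myotubes were challenged with 10 µM simvastatin during compound exposure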
FN deposition inh: fibronectin deposition inhibition; 0.086% of 350,000 active; AID 743247; inhibition, % at 12.6 µM; AH1F fibroblasts, Alexa488-fibronectin deposition fluorescence, overnight;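 active = mean inhibition across replicates of 30% or more, regardless of how many single replicates reach that level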;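 also: positive control wells lacked labelled fibronectin entirely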
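test system = AH1F fibroblasts assembling fluorescent fibronectin matrix | quantity = 10000 AH1F cells per well | buffer or medium = DMEM plus 2% serum, read in PBS | doses = single dose, pinned | incubation = 1 h cell attachment, overnight exposure to compound and label | detection = fluorescence at 485 nm excitation, 525 nm emission | read-out basis = inhibition from reduced deposited-fibronectin fluorescence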
miR122 inh: inhibitors of miR-122 in Huh7 cells; AID 602342; activation (reporter increase), % at 12.5 µM; Huh7 miR-122 Renilla luciferase sensor, 48 h; neutral wells = 0, positive control = 100; 0.3% of 340,000 active;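 active = mean replicate activation score at least 90 and every replicate individually at or above 90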;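 also: higher luciferase means less miR-122 activity so hits act as miR-122 inhibitors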
Cneo AK release: Cryptococcus neoformans lysis via adenylate kinase release. AID 651654. 0.2% of 360,000 active. C. neoformans lysis, adenylate kinase release luminescence, 4 h; normalised: neutral wells 0, clomiphene wells 100. lysis activity, % at 15 µM;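 active = mean lysis activity across replicates of at least 80%, whatever share of replicates individually reach that level; inactive = mean lysis activity below 80%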
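Assay system: log-phase C. neoformans yeast / Quantity: yeast cell density of 5 × 10^6 cells/mL / Medium: fresh YPD growth medium / Compound: single dose / Timing: static 4 h at 37 °C with compound, 1 h detection / Measured by: adenylate kinase release luminescence / Read-out: lysis from increased AK signal / Benchmarks: Clomiphene as positive lysis control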
PGC1a acetyl inh: lowers PGC1a acetylation signal in U2OS cells; AlphaScreen anti-acetyl-lysine; with virally co-expressed GCN5 acetyltransferase; inhibition, % at 15.6 µM; 0.17% of 350,000 active;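 active = every replicate shows inhibition of at least 40%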;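 also: 0% = neutral control wells and 100% = positive control wells; some results beyond the cut were filed as inactive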
PglD inh: blocks C. jejuni PglD acetyltransferase activity; AID 602405; purified PglD enzyme, DTNB colorimetric CoA detection; inhibition, % at 12.5 µM; 0.098% of 360,000 active; in the data active = inhibition above about 16%, passing the limit was not always enough; also: strong numbers were not always called active
GSIS activator: primary screen for activators of insulin secretion dependent on glucose, INS-1E cells, GLuc reporter luminescence | INS-1E GLuc reporter insulin secretion, 2-3 h | activation, % at 16.6 µM | 0.61% of 370,000 active | AID 743287;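 active = lowest replicate activation of at least 40%, so every replicate reaches that level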;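 also: 0% = median of neutral control wells and 100% = median of IBMX positive control wells; some compounds called inactive have numbers as strong as hits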
* = called active by the depositor; [ ] = dose if it differs, or a comment.

What do the screens show for `Cc1ccc2nc(C3CCCCC3)c(Cc3cccc(Cl)c3)n2c1`?
CFTR F508del cor: 2.0; Statin myotox sup: -4.5; FN deposition inh: -12.5; miR122 inh: 0.4; Cneo AK release: 8.5; PGC1a acetyl inh: -11.8; PglD inh: -0.3; GSIS activator: 6.0

What do the screens show for `O=C(NCc1ccccc1)c1ccc(OC2CSC2)cc1`?
Statin myotox sup: 4.5; FN deposition inh: -0.8; miR122 inh: 37.8; Cneo AK release: -6.4; PGC1a acetyl inh: -4.1; PglD inh: -2.6

Results for Cc1ccc(S(=O)(=O)N(C)C[C@@H]2Oc3ccc(NS(=O)(=O)c4cn(C)cn4)cc3C(=O)N([C@@H](C)CO)C[C@@H]2C)cc1 ?
CFTR F508del cor: -3.2; Statin myotox sup: 6.8; miR122 inh: -3.6[16.7 µM]; PGC1a acetyl inh: -13.9; GSIS activator: 9.3

Results for O=C(CCN1C(=O)C2C3C=CC(C3)C2C1=O)N1CCN(c2ccc(F)cc2)CC1 (stereo not drawn) ?
Statin myotox sup: -5.0; miR122 inh: -2.1; Cneo AK release: -1.8; PGC1a acetyl inh: -4.4; PglD inh: 0.0

What do the screens show for `O=C(Nc1ccc2nccnc2c1)c1ccco1`?
CFTR F508del cor: -0.2; FN deposition inh: -5.7; PGC1a acetyl inh: -4.2; GSIS activator: -5.4

How did Cc1ccc2oc(C(=O)Nc3ccc(S(=O)(=O)Nc4onc(C)c4C)cc3)c(C)c2c1 do in these assays?
CFTR F508del cor: 1.8; Statin myotox sup: 3.2; miR122 inh: 2.9; Cneo AK release: 0.3; PglD inh: -1.5; GSIS activator: -7.9

Results for Cc1ccc(C(=O)NC(=S)Nc2ccc(CN3CCCCC3)cc2)c(C)c1 ?
CFTR F508del cor: -3.9; Statin myotox sup: -16.7; FN deposition inh: -2.1; miR122 inh: -9.9; PGC1a acetyl inh: -16.2; GSIS activator: 4.5

How did Fc1ccc(Sc2cc(Cl)c(-c3ccccc3)nn2)cc1 do in these assays?
miR122 inh: -0.1; Cneo AK release: -2.5; PGC1a acetyl inh: 3.7; PglD inh: -3.3

How did COCC#Cc1ccc([C@H]2[C@@H](CO)N3CCCCN(C(=O)NC4CCCC4)C[C@H]23)cc1 do in these assays?
CFTR F508del cor: -2.2; Statin myotox sup: 8.9; FN deposition inh: -2.9; miR122 inh: 11.9[16.7 µM]; Cneo AK release: 2.2; PGC1a acetyl inh: -9.3; PglD inh: -4.8; GSIS activator: -4.6

What do the screens show for `O=C(NCc1cccs1)C1CCC(CNS(=O)(=O)c2cccc3nsnc23)CC1` (stereo not drawn)?
CFTR F508del cor: -1.4; Statin myotox sup: 3.8; FN deposition inh: -1.3; miR122 inh: -6.5; Cneo AK release: 2.4; PGC1a acetyl inh: 0.3; PglD inh: 3.0; GSIS activator: 7.7

How did COc1ccc(Cc2nnc(NC(=O)c3cccc([N+](=O)[O-])c3C)s2)cc1 do in these assays?
FN deposition inh: -3.6; miR122 inh: 3.6; Cneo AK release: -3.1; PglD inh: -2.8

Results for CC(=O)N1[C@@H]2c3ccc(-c4ccccc4)c(=O)n3C[C@H]1[C@H](CO)[C@H]2C(=O)Nc1ccccc1 ?
Statin myotox sup: 19.8; Cneo AK release: 87.3*; PglD inh: 1.2; GSIS activator: 25.0

Results for CC1(C)CC(=O)C=C(c2ccccc2-c2ccc(S(C)(=O)=O)cc2)C1=O ?
CFTR F508del cor: -2.9; Statin myotox sup: -3.5; miR122 inh: -4.4; Cneo AK release: 2.1; PGC1a acetyl inh: 0.1; PglD inh: -7.3; GSIS activator: 48.7*

How did CN(C1=NC(=O)CS1)c1ccc(O)cc1 do in these assays?
CFTR F508del cor: 2.9; Statin myotox sup: -2.7; FN deposition inh: -2.6; miR122 inh: -1.4; Cneo AK release: -2.3; PGC1a acetyl inh: -8.8; PglD inh: -2.5; GSIS activator: 6.2

Results for C[C@@H](NC(=O)C[C@H]1C[C@H]2c3cc(NC(=O)c4cccnc4)ccc3O[C@H]2[C@H](CO)O1)c1ccccc1 ?
CFTR F508del cor: 2.6; Statin myotox sup: -5.9; miR122 inh: 5.8[16.7 µM]; Cneo AK release: -2.7; PGC1a acetyl inh: -1.2; PglD inh: 0.2; GSIS activator: 22.7

Results for Nc1c(C(=O)NCCC2=CCCCC2)sc2ccc(S(=O)(=O)N3CCCCC3)cc12 ?
CFTR F508del cor: -5.8; Statin myotox sup: -2.4; miR122 inh: -1.4; Cneo AK release: 0.7; PGC1a acetyl inh: -9.5; PglD inh: -5.2; GSIS activator: -3.0

How did COC(=O)c1ccccc1NC(=O)CSc1nc2ncccc2[nH]1 do in these assays?
CFTR F508del cor: 1.6; Statin myotox sup: 12.3; miR122 inh: -3.9; Cneo AK release: 4.3; PGC1a acetyl inh: -17.7; PglD inh: 0.0; GSIS activator: 2.7

What do the screens show for `CCCCn1c(N)c(N(CC)C(=O)C2=NN(c3ccccc3)C(=O)CC2)c(=O)[nH]c1=O`?
CFTR F508del cor: -0.8; Statin myotox sup: 15.8; FN deposition inh: -0.1; miR122 inh: 7.3; Cneo AK release: -0.7; PGC1a acetyl inh: 1.6; PglD inh: -0.8; GSIS activator: 37.6

Results for C[C@H](CO)N1C[C@H](C)[C@@H](CN(C)C(=O)NC2CCCCC2)Oc2ccc(NC(=O)Nc3ccc(C(F)(F)F)cc3)cc2CC1=O ?
CFTR F508del cor: 0.6; Statin myotox sup: -47.8; miR122 inh: 6.7[16.7 µM]; Cneo AK release: 1.2; PGC1a acetyl inh: -0.6; PglD inh: 0.6; GSIS activator: -13.9

Results for Cc1ccc(NS(=O)(=O)c2ccc(C(=O)N3CCN(c4ccccn4)CC3)cc2)cc1 ?
miR122 inh: -9.8; Cneo AK release: -0.5; PGC1a acetyl inh: -28.9; PglD inh: -1.6

How did COc1ccc(C(c2nnnn2Cc2ccccc2)N2CCN(c3nc4ccccc4s3)CC2)cc1OC (stereo not drawn) do in these assays?
FN deposition inh: 9.2; miR122 inh: -15.7; Cneo AK release: 1.2; PGC1a acetyl inh: -22.0; PglD inh: 3.7

Results for CC(C)C(NC(=O)c1c(F)cccc1F)C(=O)NCc1ccc(S(=O)(=O)N2CCOCC2)cc1 (stereo not drawn) ?
CFTR F508del cor: -1.3; Statin myotox sup: -9.8; FN deposition inh: 1.6; miR122 inh: 1.5; Cneo AK release: -1.6; PGC1a acetyl inh: -6.3; PglD inh: -3.4; GSIS activator: 11.0

Results for CC(C)(C)NS(=O)(=O)c1ccc(NC(=O)C(Sc2ccccc2)c2ccccc2)cc1 (stereo not drawn) ?
Statin myotox sup: 8.0; FN deposition inh: -3.7; miR122 inh: 30.7; Cneo AK release: -3.9; PGC1a acetyl inh: -36.0; PglD inh: 2.1

How did COc1ccc(CCNC(=O)CCNC(=O)N2CC(=O)Nc3ccccc32)cc1 do in these assays?
CFTR F508del cor: 2.6; Statin myotox sup: 20.1; FN deposition inh: 7.0; miR122 inh: 1.2; Cneo AK release: -0.9; PGC1a acetyl inh: -11.8; PglD inh: -4.0; GSIS activator: 1.3

Molecules above containing a Cl atom, in the order listed:
What do the screens show for `Cc1ccc2nc(C3CCCCC3)c(Cc3cccc(Cl)c3)n2c1`?
CFTR F508del cor: 2.0; Statin myotox sup: -4.5; FN deposition inh: -12.5; miR122 inh: 0.4; Cneo AK release: 8.5; PGC1a acetyl inh: -11.8; PglD inh: -0.3; GSIS activator: 6.0

How did Fc1ccc(Sc2cc(Cl)c(-c3ccccc3)nn2)cc1 do in these assays?
miR122 inh: -0.1; Cneo AK release: -2.5; PGC1a acetyl inh: 3.7; PglD inh: -3.3

Next part
How did COc1ccccc1NC(=O)CSc1sc2c(O)cc(=O)[nH]c2c1C#N do in these assays?
CFTR F508del cor: -1.9; Statin myotox sup: 19.1; FN deposition inh: 8.1; miR122 inh: 5.9; Cneo AK release: -1.0; PglD inh: -0.9; GSIS activator: 22.9

What do the screens show for `Cc1cc(C)c2c(-c3ccc(F)cc3)c(C#N)c(=O)n(C)c2n1`?
CFTR F508del cor: -0.9; Statin myotox sup: -25.4; FN deposition inh: 3.0; miR122 inh: -1.7; Cneo AK release: -1.8; PGC1a acetyl inh: 12.7; PglD inh: -2.4; GSIS activator: 21.6

What do the screens show for `CCOc1ccccc1-c1ccc(C(=O)NCc2ccccc2)o1`?
CFTR F508del cor: 1.8; Statin myotox sup: 10.5; FN deposition inh: 8.4; miR122 inh: -0.6; Cneo AK release: -0.8; PGC1a acetyl inh: 5.9; PglD inh: -0.9; GSIS activator: -10.5

How did O=C(C[C@H]1CC[C@H](NC(=O)Nc2ccc3c(c2)OCO3)[C@@H](CO)O1)NCc1ccc2c(c1)OCO2 do in these assays?
CFTR F508del cor: 0.3; Statin myotox sup: -1.0; Cneo AK release: -2.7; PGC1a acetyl inh: 3.9; PglD inh: 62.0; GSIS activator: 2.2

Results for CC1=CC(C)(C)Nc2ccc(OC(=O)C(Cc3ccccc3)N3C(=O)c4ccccc4C3=O)cc21 (stereo not drawn) ?
Statin myotox sup: -16.1; miR122 inh: -5.1; Cneo AK release: 5.3; PGC1a acetyl inh: -4.5; PglD inh: -0.3

Results for CNC[C@@H]1OCCCC[C@H](C)Oc2ccc(NC(=O)NC(C)C)cc2C(=O)N([C@@H](C)CO)C[C@@H]1C ?
CFTR F508del cor: -2.4; FN deposition inh: 5.0; miR122 inh: 2.0[16.7 µM]; Cneo AK release: -0.6; PGC1a acetyl inh: 1.1; PglD inh: -0.5; GSIS activator: 7.7

Results for COCC(=O)N(Cc1cc2ccc(C)cc2[nH]c1=O)c1ccc(C)cc1C ?
CFTR F508del cor: 3.1; Statin myotox sup: -4.4; FN deposition inh: 1.0; miR122 inh: -6.3; Cneo AK release: 1.0; PGC1a acetyl inh: 0.1; PglD inh: 2.6; GSIS activator: -0.9

Results for COc1ccccc1OCC(=O)NCc1nc(-c2ccccc2)no1 ?
CFTR F508del cor: 2.3; Statin myotox sup: 1.7; FN deposition inh: 0.7; miR122 inh: -2.3; Cneo AK release: 3.1; PGC1a acetyl inh: -7.5; PglD inh: -0.5; GSIS activator: -3.9

Results for COc1ccc(C(=O)c2oc3nc(C)cc(C)c3c2N)cc1 ?
Statin myotox sup: -21.8; FN deposition inh: 4.9; miR122 inh: -6.1; Cneo AK release: -1.8; PGC1a acetyl inh: -0.8; PglD inh: 4.5

How did COC(=O)C1=C(C)N(c2ccc(F)cc2)C(=O)C1 do in these assays?
Statin myotox sup: -0.3; FN deposition inh: -6.7; miR122 inh: -9.3; Cneo AK release: -5.4; PGC1a acetyl inh: -20.1; PglD inh: 2.7; GSIS activator: 29.7

What do the screens show for `Cc1cccc(S(=O)(=O)N2CCCCN3[C@@H](CO)[C@@H](c4ccc(C#C[C@H](C)O)cc4)[C@@H]3C2)c1`?
CFTR F508del cor: -0.4; Statin myotox sup: -15.7; miR122 inh: -12.0[16.7 µM]; Cneo AK release: 53.4; PGC1a acetyl inh: 11.6; PglD inh: 0.8; GSIS activator: -3.1

What do the screens show for `COc1ccc(Oc2cccc(Cl)c2CNC(=O)CCC(=O)O)cc1`?
CFTR F508del cor: 0.5; Statin myotox sup: 12.5; FN deposition inh: 1.5; PGC1a acetyl inh: 4.4
